Screens: PubChem, Sanford-Burnham Center for Chemical Genomics
A3A deaminase: blocks human APOBEC3A ssDNA deamination | recombinant A3A, FAM/TAMRA ssDNA deamination fluorescence | inhibition, % at 20 µM | hit rate 0.41% among 330,000 | AID 493011;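 active means at least 40% inhibition at 20 µM here, with at most 30% in a related deaminase screen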;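 further: plate controls were A3A with DMSO for no effect and wells lacking A3A enzyme for full effect; some results filed as inactive read as strong as hits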
Target sequence (P31941 whole entry, looked up): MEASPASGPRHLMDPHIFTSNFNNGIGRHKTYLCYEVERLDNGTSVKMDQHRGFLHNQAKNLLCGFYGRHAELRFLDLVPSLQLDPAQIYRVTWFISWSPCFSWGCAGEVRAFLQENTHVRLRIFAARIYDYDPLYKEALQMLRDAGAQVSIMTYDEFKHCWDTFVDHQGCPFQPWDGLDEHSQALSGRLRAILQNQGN
mIAP inh: mouse IAP inhibition; purified mouse IAP, CDP-Star luminescence, 30 min; AID 2806; hit rate 0.2% among 330,000; inhibition, % at 10 µM;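 active means inhibition of at least 40% at 10 µM in the primary screen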;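 further: plate controls were DMSO with enzyme for no effect and no enzyme wells for full effect; values of inactives mirror those of a sister screen read the other way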
hIAP block: blocks human intestinal alkaline phosphatase | inhibition, % at 10 µM | P09923 | hit rate 0.12% among 330,000 | AID 2544 | purified IAP, CDP-Star luminescence, 30 min;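 active means inhibition reaching a set limit with compound at 10 µM in the primary screen, cut at about 35% in these data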;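 further: plate controls were DMSO wells with enzyme for no effect and no-enzyme buffer wells for full effect; values of inactives mirror those of a sister screen read the other way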
PfGluPho inh: PfG6PD (Plasmodium falciparum) enzyme inhibition; hit rate 0.78% among 350,000; inhibition, % at 20 µM; PfGluPho enzyme, NADPH resazurin-diaphorase fluorescence;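 active means inhibition reaching at least a set limit at 20 µM in the primary screen, cut at about 59% in these data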;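 further: 0% = DMSO wells with substrate and 100% = DMSO wells lacking glucose-6-phosphate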
mIAP act: increases mouse intestinal alkaline phosphatase activity; AID 2805; muIAP, CDP-Star luminescence, 30 min; hits give high values; 1 = vehicle-only enzyme signal, 0 = enzyme-free wells; activation factor at 10 µM; hit rate 0.24% among 330,000;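 active means activation factor of at least 2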; further: the source names both 10 and 20 µM as test concentration; values of inactives mirror those of a sister screen read the other way
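Assay system: mouse IAP enzyme / Compound: DMSO-dissolved test compounds / Timing: 30 min, room temperature / Measured by: luminescence from enzymatic CDP-Star hydrolysis / Control set: DMSO-only wells, enzyme-free buffer wells as negative control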
ATG4B inhibitor: blocks human ATG4B protease cleavage of LC3 substrate; ATG4B cleavage of LC3-PLA2, NBD-HPC fluorescence, 1 h; inhibition, % at 8.33 µM; hit rate 0.51% among 340,000; in the data active means inhibition above about 40%
hIAP activ: human IAP activation; P09923; purified human IAP, CDP-Star luminescence, 30 min; hits give high values; 1 = vehicle-only enzyme, 0 = enzyme-free background; activation factor at 10 µM; hit rate 0.16% among 330,000;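 active means activation factor of the enzyme at least 2-fold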; further: the source names both 10 and 20 µM as test concentration; values of inactives mirror those of a sister screen read the other way
HKDC1 inhibitor: blocks human hexokinase HKDC1 activity; inhibition, % at 20 µM; Q2TB90; AID 493160; hit rate 0.16% among 340,000; recombinant HKDC1, G6PDH/diaphorase resazurin coupled fluorescence;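 active means inhibition above about 35% when tested at 20 µM, limit read from the data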;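 further: plate controls were DMSO wells with enzyme for no effect and DMSO wells lacking enzyme for full effect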
Target sequence (Q2TB90 whole entry, looked up): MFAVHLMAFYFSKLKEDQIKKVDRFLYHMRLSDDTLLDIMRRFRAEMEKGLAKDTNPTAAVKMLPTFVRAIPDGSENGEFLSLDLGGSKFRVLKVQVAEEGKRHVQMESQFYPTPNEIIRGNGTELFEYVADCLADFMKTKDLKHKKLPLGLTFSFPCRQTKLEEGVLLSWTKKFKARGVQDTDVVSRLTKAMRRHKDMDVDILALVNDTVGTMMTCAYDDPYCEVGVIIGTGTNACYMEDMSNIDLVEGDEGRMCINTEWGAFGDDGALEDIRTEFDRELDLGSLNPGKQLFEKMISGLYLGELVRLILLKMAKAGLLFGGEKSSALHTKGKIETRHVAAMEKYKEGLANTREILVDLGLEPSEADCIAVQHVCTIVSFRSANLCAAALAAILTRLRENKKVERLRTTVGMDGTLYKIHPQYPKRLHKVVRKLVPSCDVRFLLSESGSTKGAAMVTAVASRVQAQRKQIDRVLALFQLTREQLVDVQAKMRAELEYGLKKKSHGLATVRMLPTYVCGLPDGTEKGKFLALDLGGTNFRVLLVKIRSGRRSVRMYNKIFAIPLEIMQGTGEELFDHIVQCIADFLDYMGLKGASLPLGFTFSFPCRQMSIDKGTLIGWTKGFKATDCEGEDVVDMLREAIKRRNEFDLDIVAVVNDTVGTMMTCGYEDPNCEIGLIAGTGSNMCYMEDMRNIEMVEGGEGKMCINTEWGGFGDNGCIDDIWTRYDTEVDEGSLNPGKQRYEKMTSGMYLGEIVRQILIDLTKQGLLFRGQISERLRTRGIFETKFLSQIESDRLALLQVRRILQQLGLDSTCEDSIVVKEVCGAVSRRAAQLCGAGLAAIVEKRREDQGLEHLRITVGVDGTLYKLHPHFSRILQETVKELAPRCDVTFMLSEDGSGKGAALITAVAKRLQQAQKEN
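test system = in-house recombinant HK5 (HKDC1) enzyme | amount = HKDC1 at 5 µg/mL | control set = DMSO-enzyme wells negative, buffer-substituted wells positive | compound = one dose of 20 µM, 1% DMSO | schedule = reaction time 90 min, room temperature, protected from light | technique = resorufin fluorescence at 613 nm | reagent = glucose with 1 mM ATP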
Starred values were filed as active, the others as inactive; . = no result given.

SMILES	A3A deaminase	mIAP inh	hIAP block	PfGluPho inh	mIAP act	ATG4B inhibitor	hIAP activ	HKDC1 inhibitor
CCOC(=O)C1(Cc2ccccc2C)CCCN(C(=O)c2ccc(CSC)o2)C1 (configuration not stated)	4	0	5	-4	1	2	0.95	3
COc1ccc(CNC(=O)CN(Cc2ccccc2)S(=O)(=O)c2ccc(Cl)cc2)cc1	4	6	17	8	0.94	5	0.83	14
O=C(NC1CC1)C1CCN(c2ncccn2)CC1	-4	2	22	-15	0.98	-1	0.78	-5
O=C(CSc1nc2ccccc2s1)c1ccc(O)cc1O	-2	6	11	-7	0.94	-1	0.89	2
COc1cc2cc(C(=O)N[C@@H](Cc3ccccc3)C(=O)O)n(C)c2c(OC)c1OC	-3	10	-7	-9	0.9	2	1.1	5
COc1ccc(OC)c(C2C(C#N)=C(N)Oc3cc(N)ccc32)c1 (configuration not stated)	-3	0	-3	-3	1	-8	1	0
CSCCC(NC(=O)COc1ccccc1)C(=O)NCCOc1ccccc1 (configuration not stated)	1	9	-2	7	0.91	-4	1	-5
COc1cc(-c2noc(C)c2C(=O)NCc2ccc3c(c2)OCO3)cc(OC)c1OC	0	11	-2	-7	0.89	5	1	-1
CCC(C)(C)n1nnnc1C(c1ccccc1)N1CCN(C2CCCC2)CC1 (configuration not stated)	-3	-4	-18	18	1	-8	1.2	-3
Cc1ccc(CNC(=O)CSCc2ccccc2)cc1	10	-3	-7	-3	1	-7	1.1	-6
O=C(NN=C1C2CC3CC(C2)CC1C3)c1ccncc1	9	4	-18	-17	0.96	-6	1.2	-2
CCN(CC)C(=O)[C@H]1C[C@H](CC(=O)NCC23CC4CC(CC(C4)C2)C3)C(=O)N2CCc3c([nH]c4cc(CCC(=O)N(C)C)ccc34)[C@]12C	4	-10	.	14	1.1	-12	.	-2
O=C(NC1CCCCCC1)c1cc(S(=O)(=O)N2CCOCC2)ccc1N1CCCCC1	-2	7	-3	-13	0.93	-1	1	7
C=CCn1c(SCC(=O)Nc2ccc(N3CCOCC3)cc2)nnc1-c1ccco1	-7	-3	-13	-10	1	12	1.1	-4
Cc1ccc(C)c(-n2c(-c3cccnc3)n[nH]c2=S)c1	-2	-4	9	33	1	1	0.91	-6
Cc1c(C)n(C)c2ccc(C(=O)NCCCN3CCN(c4ccccc4F)CC3)cc12	-9	-2	-12	-6	1	9	1.1	3
COc1ccc(C2C(C#N)=C(N)Oc3cc(C)n(Cc4ccncc4)c(=O)c32)cc1 (configuration not stated)	-3	7	-24	-1	0.93	0	1.2	0
Cc1c(Cl)cccc1NC(=O)CSc1nncn1-c1ccccn1	-1	-1	-13	-14	1	11	1.1	0
C/C(=N\NC(=O)CCc1c(C)n[nH]c1C)c1ccc([N+](=O)[O-])cc1	4	-5	-20	-17	1	-3	1.2	0
COc1cccc(C(=O)N2CCN(Cc3cccc(F)c3)CC2)c1	-1	6	6	-1	0.94	-3	0.94	-6
O=C1COc2ccc(C(=O)CSc3nnc(-c4cccs4)n3Cc3ccccc3)cc2N1	5	2	12	16	0.98	-18	0.88	3
O=C(CN1C(=O)NC2(CCCCC2)C1=O)Oc1ccc2ccc(=O)oc2c1	1	1	-9	24	0.99	-34	1.1	-4
Cc1nc2ccc(NC(=O)c3ccc(Br)o3)cc2s1	2	2	-2	16	0.98	7	1	4
Nc1nc(NC(=O)c2ccccc2)nn1-c1ccccc1	-5	9	-8	3	0.91	-8	1.1	-7
Cc1cccc(Nc2nc(-c3ccncc3)cs2)c1	-2	-2	14	45	1	-8	0.86	-4
Cc1ccc(S(=O)(=O)NCC2CCC(C(=O)NCCCN3CCCC3=O)CC2)cc1 (configuration not stated)	4	-3	-30	10	1	0	1.3	-9
Cc1cc(-c2nnc(CCC(=O)NC(Cc3ccccc3)c3ccccc3)o2)no1 (configuration not stated)	-2	4	25	-1	0.96	4	0.75	-11
COc1cc(/C=C/C(=O)Nc2nnc(CC(C)C)s2)cc(OC)c1OC	-2	-2	2	-3	1	0	0.98	6
CCOc1ccc(CCNC(=O)c2ccc(S(=O)(=O)N3CCCC3)cc2)cc1OCC	1	-3	4	-15	1	1	0.96	0
COc1ccc(NC(=O)CNC(=O)c2sc3ccccc3c2Cl)c(OC)c1	1	-14	2	-1	1.1	-7	0.98	-4
COC(=O)C1=C(C)NC(=O)NC1c1ccc2c(c1)OCO2 (configuration not stated)	-1	-4	4	-1	1	-2	0.96	-5
Cc1cccc(NC(=O)CNC(=O)CN2C(=O)NC3(CCCCC3C)C2=O)c1C (configuration not stated)	3	-3	-1	-12	1	3	1	-7
COc1cccc(/C=N/Nc2nn3cnnc3c3ccccc23)c1O	-3	-9	-105	-11	1.1	-43	2*	5
CCOC(=O)c1c(S(=O)(=O)NCCc2ccco2)c(C)n(C)c1C	-2	10	-2	9	0.9	-9	1	-5
Cc1cccc(Nc2nc3ccccc3n3nnnc23)c1	3	7	-6	9	0.93	1	1.1	-8
N#Cc1cccc(C(=O)Nc2ccccc2C(=O)NC2CC2)c1	0	-4	-5	-7	1	-3	1	-1
Cc1ccc(C)c(SCC(=O)NC(=O)NCc2ccccc2)c1	-1	-2	12	5	1	-5	0.88	16
CC(C)CNC(=O)c1cc([N+](=O)[O-])ccc1N1CCOCC1	-3	-1	14	-9	1	0	0.86	-8
CSc1nc(-c2ccco2)nn1C(=O)c1ccc(C)cc1	-2	4	-5	0	0.96	6	1	2
CC(C)c1ccc(NC(=O)C2CCCN(S(=O)(=O)c3cccnc3)C2)cc1 (configuration not stated)	3	-10	6	5	1.1	-2	0.94	3
N#C/C(=C\c1ccc(-c2nc3ccccc3s2)o1)C(N)=O	-6	-5	-50	7	1.1	6	1.5	2
CCOC(=O)CC(=O)CSc1ccc2nnc(-c3ccccc3)n2n1	-3	8	12	-16	0.92	-2	0.89	-3
CCN(c1ccccc1)S(=O)(=O)c1ccc2c(c1)CC(C)N2C(=O)C1CC1 (configuration not stated)	-4	-2	-26	-15	1	6	1.3	0
CCOC(=O)c1c(NC(=O)CSc2nnc(-c3c[nH]c4ccccc34)n2CCOC)sc2c1CCCC2	-5	-14	6	22	1.1	-2	0.94	3
CS(=O)(=O)Nc1ccc(C(=O)Nc2ccc(S(=O)(=O)N3CCCCC3)cc2)cc1	0	-2	12	7	1	-8	0.88	-5
COc1ccc(C(=O)NNC2=CC(=O)CC(C)(C)C2)cc1	-2	-1	-3	-6	1	4	1	-9
c1ccc(C2Nc3cccc4cccc(c34)N2)cc1	3	7	15	55	0.93	26	0.85	13
C#CCOCCOCCOCCNc1nc(N2CCN(C(=O)[C@H](Cc3cc4ccccc4[nH]3)n3cc([C@@H](N)CC(C)C)nn3)CC2)nc(N2CCN(C(=O)[C@H](Cc3cc4ccccc4[nH]3)n3cc([C@@H](N)CC(C)C)nn3)CC2)n1	3	-109	-12	44	2.1*	-19	1.1	16
CC(=O)NCCn1c(SCC(=O)Nc2ccc(C)cc2)nc2ccccc2c1=O	-1	6	-9	-5	0.94	1	1.1	3
COc1cc(C(=O)N/C(=C\c2cn(C)c3ccccc23)C(=O)NCCCN2CCOCC2)cc(OC)c1OC	-1	-7	-2	-8	1.1	-5	1	-2
CS(=O)(=O)N1CCc2cc(S(=O)(=O)NCCNS(=O)(=O)c3ccc4c(c3)CCN4S(C)(=O)=O)ccc21	0	7	11	-12	0.93	-7	0.89	1
O=C(c1ccc(Cn2cc(Br)cn2)cc1)N1N=C(C(F)F)CC1(O)C(F)F (configuration not stated)	6	0	0	3	1	2	1	-7
CN(C(=O)CSc1nc(-c2ccccc2)cn1N)C(c1ccccc1)c1ccccc1	-1	8	18	11	0.92	6	0.82	-1
COc1cc([N+](=O)[O-])ccc1NC(=S)NC(=O)CC(C)(C)C	-1	7	22	15	0.93	-8	0.78	-13
COc1ccc(-c2[nH]ncc2-c2ccc(Cl)cc2)c(O)c1	2	-3	-57	-4	1	1	1.6	5
COc1cc(OC)c(C(=O)NCC(c2cccs2)N(C)C)cc1OC (configuration not stated)	9	1	8	.	0.99	.	0.92	.
O=C(Cc1cc(=O)[nH]c(=O)[nH]1)NCC1CCCO1 (configuration not stated)	0	1	16	-7	0.99	-3	0.84	-3
CC1CN(S(=O)(=O)c2ccc(C(=O)Nc3sccc3C(N)=O)cc2)CC(C)O1 (configuration not stated)	2	2	2	-6	0.98	-11	0.98	-11
COc1ccc(C(=O)OCC(=O)N2CCCCCC2)cc1S(=O)(=O)N1CCOCC1	-7	1	7	1	0.99	-7	0.93	-8
COc1ccc(CCNS(=O)(=O)c2ccc3c(c2)CCN3C(=O)C2CC2)cc1OC	5	18	11	8	0.82	1	0.89	-3
(listing goes on)
SMILES	A3A deaminase	mIAP inh	hIAP block	PfGluPho inh	mIAP act	ATG4B inhibitor	hIAP activ	HKDC1 inhibitor
Cc1snc(SCC(=O)N/N=C(\N)COc2cccc(C(F)(F)F)c2)c1C#N	1	-2	-49	2	1	2	1.5	-9
CN(Cc1ccccc1F)C(=O)CN1C(=O)NC2(CCc3ccccc32)C1=O (configuration not stated)	22	2	4	2	0.98	2	0.96	-5
Cc1noc(C)c1C(=O)Nc1ccc(C#N)cc1	-6	4	4	12	0.96	0	0.96	4
COc1ccc(C)cc1N(CC(=O)N1CCCCCC1)S(C)(=O)=O	-2	-2	-8	-3	1	-11	1.1	-5
C[C@]1(C(=O)NCCc2c[nH]c3ccccc23)C=C[C@@H](Cc2ccccc2)N1C(=O)c1ccccc1	-1	-23	7	6	1.2	-17	0.93	5
CCC(C)NC(=O)CNC(=S)N(Cc1ccccc1)Cc1cccnc1 (configuration not stated)	-3	6	-7	5	0.94	-9	1.1	-2
NC(=O)c1ccc(NC(=O)CN2CCN(c3ccc(Cl)cc3)CC2)cc1	0	10	12	-11	0.91	3	0.88	-9
CC(C)Oc1ccc(C(=O)Nc2ccc(N(C)C)cc2)cc1	-1	-3	-3	39	1	8	1	1
COc1cccc(CN(C(=O)c2cnccn2)C(C(=O)NC2CCCCC2)c2cc(OC)c(OC)c(OC)c2)c1 (configuration not stated)	-5	10	10	14	0.91	-5	0.9	-3
Cc1cc(C)cc(N(CCC#N)C(=O)COC(=O)C2CCN(S(=O)(=O)c3ccc(C)c(C)c3)CC2)c1	0	-4	-4	6	1	-3	1	-2
Cc1ccc(NC(=O)CSc2nnc(Cc3cccn3C)n2-c2ccc(F)cc2)cc1	-4	4	2	11	0.96	9	0.98	-3
O=C(/C=C/Nc1ccc(F)c(Cl)c1)c1ccccc1	-3	6	-8	17	0.94	5	1.1	-3
Cc1ccccc1NC(=O)OCc1ccccc1	-6	-3	9	-7	1	6	0.91	-4

Nothing new here: five of the compounds above.
SMILES	A3A deaminase	mIAP inh	hIAP block	PfGluPho inh	mIAP act	ATG4B inhibitor	hIAP activ	HKDC1 inhibitor
COc1cccc(CN(C(=O)c2cnccn2)C(C(=O)NC2CCCCC2)c2cc(OC)c(OC)c(OC)c2)c1 (configuration not stated)	-5	10	10	14	0.91	-5	0.9	-3
Cc1cc(C)cc(N(CCC#N)C(=O)COC(=O)C2CCN(S(=O)(=O)c3ccc(C)c(C)c3)CC2)c1	0	-4	-4	6	1	-3	1	-2
Cc1ccc(NC(=O)CSc2nnc(Cc3cccn3C)n2-c2ccc(F)cc2)cc1	-4	4	2	11	0.96	9	0.98	-3
O=C(/C=C/Nc1ccc(F)c(Cl)c1)c1ccccc1	-3	6	-8	17	0.94	5	1.1	-3
Cc1ccccc1NC(=O)OCc1ccccc1	-6	-3	9	-7	1	6	0.91	-4
